From PubChem BioAssay
Anesthetic bind = binds horse apoferritin like a general anesthetic; Potency, µM (series often up to 77.5 µM), for inactives: at the top dose activity change, negative = displacement, hits mostly inhibitors; 350,000 tested, 0.074% active; apoferritin/1-aminoanthracene competitive binding, fluorescence; P02791; further: potency means the concentration at half of the fitted maximal effect; on the % scale 0 is the no-effect control and ±100 the full control effect; nearly all actives have a fitted effect of over 20% in size
Target sequence (P02791 2-175 limits assumed): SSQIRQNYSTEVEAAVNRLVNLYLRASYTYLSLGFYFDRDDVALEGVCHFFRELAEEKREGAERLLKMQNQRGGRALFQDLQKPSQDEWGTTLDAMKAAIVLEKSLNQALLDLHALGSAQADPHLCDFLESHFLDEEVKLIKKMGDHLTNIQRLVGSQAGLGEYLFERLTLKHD
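Horse-spleen apoferritin (10 uM) in 50% saturated 1-aminoanthracene in PBS was incubated 10 min at room temperature with compound. Fluorescence (ex 380, em 535 nm) was normalized to free and bound 1-AMA, with concentration-response fitted by a four-parameter Hill equation.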
BLM helicase inh = Bloom syndrome helicase (human) inhibition; recombinant BLM DNA unwinding, fluorescence dequenching; Potency, µM (titrated, usually from 56.1 µM), for inactives: at the highest dose activity change, negative = inhibition, actives largely listed as inhibitors; 350,000 tested, 0.2% active; AID 2528;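 further: potency means the concentration at half of the fitted maximal effect; plate controls were vehicle for no effect and no enzyme for full effect; nearly all actives have a fitted effect of over 35% in size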
RXFP1 antag = RXFP1 (human) relaxin receptor antagonism | Q9HBX9 | HEK293-RXFP1, relaxin-stimulated cAMP HTRF, 30 min; hits give low values | activity change, negative = inhibition, % at 57.5 µM | 350,000 tested, 0.59% active | AID 1259400;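 active means activity change of -60% or lower, but not beyond a set lower limit; inconclusive means change between -60% and -40%, or beyond the set limit; inactive means change above -40%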; further: on the % scale 0 is the no-effect control and ±100 the full control effect
Pol beta inh = inhibitors of human DNA polymerase beta | P06746 | Pol beta primer extension/strand displacement, fluorescence kinetic | Potency, µM (doses to about 114 µM), for inactives: top-dose activity change, negative = inhibition, most hits filed as inhibitors | 340,000 tested, 1.3% active | AID 485314; further: potency means the concentration at half of the fitted maximal effect; on the % scale 0 is the no-effect control and ±100 the full control effect
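Enzyme-only controls used 10 nM Pol beta; buffer lacking enzyme served as negative control. Compound preincubated 15 min, then 50 nM substrate added; 0 and 10 min reads at room temperature.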
Tb PGK inh = inhibitors of T. brucei phosphoglycerate kinase | AID 602233 | P07378 | Potency, µM (highest dose often 57.5 µM), inactives show at the highest dose activity change, negative = inhibition, actives largely listed as inhibitors | PGK/GAPDH coupled, Kinase-Glo luminescence, 60 min | 380,000 tested, 0.043% active; further: potency means the concentration at half of the fitted maximal effect; on the % scale 0 is the no-effect control and ±100 the full control effect; nearly all actives have a fitted effect of over 60% in size
Target sequence (P07378 whole entry, looked up): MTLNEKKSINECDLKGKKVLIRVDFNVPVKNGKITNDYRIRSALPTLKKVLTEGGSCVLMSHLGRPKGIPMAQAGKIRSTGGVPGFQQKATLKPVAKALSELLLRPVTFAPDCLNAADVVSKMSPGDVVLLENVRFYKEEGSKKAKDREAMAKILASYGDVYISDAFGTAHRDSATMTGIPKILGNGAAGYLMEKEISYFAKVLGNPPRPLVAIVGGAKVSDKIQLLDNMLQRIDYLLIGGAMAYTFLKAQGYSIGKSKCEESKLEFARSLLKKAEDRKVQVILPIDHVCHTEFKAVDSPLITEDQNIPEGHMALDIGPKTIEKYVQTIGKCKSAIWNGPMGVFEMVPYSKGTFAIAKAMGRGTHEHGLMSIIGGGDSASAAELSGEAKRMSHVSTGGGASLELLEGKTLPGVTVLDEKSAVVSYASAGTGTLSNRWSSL
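Recombinant glycosomal PGK reaction used 1,3-bisphosphoglycerate generated in-well by GAPDH (100nM final) in 100mM TEA pH 7.6, 5mM MgCl2, 0.01% Tween-20. After 60 minutes at room temperature, ATP was read by Kinase-Glo Plus luminescence end-point.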
APE1 inh = inhibitors of human APE1 endonuclease; recombinant APE1, TAMRA/BHQ-2 abasic DNA cleavage fluorescence; Potency, µM (doses to about 65.8 µM), inactives show at the top dose activity change, negative = inhibition, hits mostly inhibitors; 350,000 tested, 0.35% active;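 further: potency means the concentration at half of the fitted maximal effect; plate controls were vehicle for no effect and reference inhibitor for full effect; nearly all actives have a fitted effect of over 55% in size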
Target sequence (P27695 whole entry, looked up): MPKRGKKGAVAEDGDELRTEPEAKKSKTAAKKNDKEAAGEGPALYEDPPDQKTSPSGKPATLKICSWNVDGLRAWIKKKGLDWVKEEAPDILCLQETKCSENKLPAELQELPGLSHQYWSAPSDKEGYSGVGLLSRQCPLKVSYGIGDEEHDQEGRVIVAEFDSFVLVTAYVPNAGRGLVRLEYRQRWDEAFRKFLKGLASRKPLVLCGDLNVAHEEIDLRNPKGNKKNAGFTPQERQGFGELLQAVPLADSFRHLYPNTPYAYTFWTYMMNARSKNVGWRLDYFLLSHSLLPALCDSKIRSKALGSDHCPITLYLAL
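Endonuclease cleavage of a quenched abasic-site DNA duplex (50 nM) by APE1 (0.75 nM) was tracked by TAMRA dequenching. Compounds were preincubated with enzyme 15 min at room temperature; data normalized to buffer-only and DMSO wells plus NSC13755 control.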
Pol kappa inh = DNA polymerase kappa (human) inhibition. purified Pol kappa, fluorescent DNA synthesis assay, 10 min. 400,000 tested, 0.53% active. Q9UBT6. Potency, µM (titrated, usually from 107 µM), without a hit: at the highest dose activity, negative = inhibition, actives largely listed as inhibitors; further: potency means the concentration at half of the fitted maximal effect; on the % scale 0 is the no-effect control and ±100 the full control effect
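Kinetic fluorescence readout at 0 and 10 min followed reaction start with substrate at 50 nM final. Beforehand, enzyme (10 nM Pol kappa) stood 15 min with compound at room temperature; buffer-only wells were negative controls.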
POLH inh = blocks human DNA polymerase eta activity; Q9Y253; recombinant Pol eta, fluorescent DNA replication assay; Potency, µM (series often up to 114 µM), inactives show at the top dose activity change, negative = inhibition, most hits filed as inhibitors; 390,000 tested, 1.2% active; AID 588591; further: potency means the concentration at half of the fitted maximal effect; on the % scale 0 is the no-effect control and ±100 the full control effect
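Pol eta (10 nM) was preincubated with compounds for 15 min at room temperature, after which fluorescent replication substrate (50 nM final) was added to start the reaction. Fluorescence was read kinetically at 0 and 10 min.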
POLI inh = inhibitors of human DNA polymerase iota | Q9UNA4 | Pol iota fluorescent replication assay, 10 min | Potency, µM (highest dose often 115 µM), without a hit: at the highest dose activity, negative = inhibition, hits mostly inhibitors | 390,000 tested, 1% active | AID 588590; further: potency means the concentration at half of the fitted maximal effect
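Pol iota at 10 nM preincubated 15 min with compounds at room temperature; reaction started with fluorescent substrate, 50 nM final. Fluorescence read kinetically at 0 and 10 min; buffer-only wells as negative control.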
An asterisk follows results filed as active; i = inactive; ? = inconclusive; nt = not tested or not shown; & = joins results of further samples; [ ] = remark or other dose. Unless noted, the call rests on the fitted dose curve; in most records, active means well fitted curve in the direction sought with a large enough effect; inconclusive means small, poorly fitted or top-dose-only effect, or another doubt; inactive means no such curve, though single readings can be large; an effect the other way counts as inactive or inconclusive. Some of the compounds tested, so the mix of outcomes need not match the whole.

SMILES	Anesthetic bind	BLM helicase inh	RXFP1 antag	Pol beta inh	Tb PGK inh	APE1 inh	Pol kappa inh	POLH inh	POLI inh
CN(C)C(=O)CCc1ccc2c3c([nH]c2c1)[C@]1(CCC2CCCC2)[C@@H](C(=O)N2CCOCC2)C[C@H](CC(=O)NCc2cccc(C(F)(F)F)c2)C(=O)N1CC3	nt	nt	nt	nt	-5%	-10%	-2%	-27%	14%
COc1ccc(-c2c(-c3cccc(C)c3)oc3ccc(-c4ccc5c(c4)OCO5)cc23)cn1	nt	nt	nt	nt	-3%	nt	5%	-16%	-12%
CCOc1ccc(N2C(=O)CC(Sc3nc(C)cc(C)n3)C2=O)cc1 (stereo not drawn)	-9%	-2%	-3	-1%	-14%	2%	-7%[60.1 µM]	7%	-4%
COc1ccc(CN(C)C(=O)c2ccc3ccccc3n2)cc1F	5%	-1%	-15	-10%	-1%	-13%	-7%	-4%	42%[activator]
CCCOc1ccc(CNC(=O)CCC(=O)n2ncc3cc(C)ccc32)cc1	-13%	2%	5	-3%	-1%	-2%	1%	-5%	-15%
Cc1nn(-c2ccccc2)c(C)c1C(=O)NCCc1ccccc1	-2%	-5%	-15	2%	-4%	7%	-13%	-1%	-12%
COc1ccc(CC(=O)N2CCN(C(=O)Cc3ccc(OC)cc3)CC2)cc1	-12%	0%	-6	17%	3%	-8%	-4%	-8%	15%
CNC(=S)Nc1ccc(N2CCN(c3ccc(C(F)(F)F)cn3)CC2)nc1	-6%	-11%	-29	24%	2%	15%	-16%	-6%	0%
CN(C(=O)c1cccc(NC(=O)Cc2cccc(NC(=O)C3CCCN(C(=O)C4CCCC4)C3)c2)c1)C1CCC1 (stereo not drawn)	nt	nt	nt	nt	-7%	nt	11%	-8%	22%
COc1cc(OC)c(NC(=O)C2CCN(C(=O)c3sc4nc[nH]c(=O)c4c3C)CC2)cc1Cl	50%[activator]	3%	-6	-5%	i	nt	-15%[60.1 µM]	-15%	?
Cc1cccc(C(=O)N2CCN(S(=O)(=O)c3ccc4c(c3)OCCCO4)CC2)c1[N+](=O)[O-]	-18%	-1%	-6	41%	-5%	-4%	-1%	-24%	20%
Cc1nc2ccc(NC(=O)N(C(C)C)C(C)C)cc2s1	-6%	-6%	-11	24%	-3%	14%	-16%	-8%	2%
O=C(NCCN1C(=O)S/C(=C/c2cccnc2)C1=O)c1cccs1	nt	nt	-2	nt	-2%	13%	-12%	-2%	?
Cc1cccc(-c2noc(-c3ccc(N4CCCC4)c([N+](=O)[O-])c3)n2)c1	-15%	-7%	nt	-14%	-6%	nt	-1%	-6%	-1%
CCOCCCNC(=O)C1(O)c2cc(Br)ccc2NC(=O)N1c1ccc(C)c(C)c1 (stereo not drawn)	-2%	-4%	1	3%	-1%	60%[activator]	-14%	-11%	3%
C[C@]12c3[nH]c4ccc(Cl)cc4c3CCN1C(=O)[C@@H](CC(=O)NCCC1=CCCCC1)C[C@@H]2C(=O)N1CCCCC1	nt	nt	nt	nt	10%	-12%	-6%	-23%	9%
C=CC(C1=CC(=O)C(OC)=C(OC)C1=O)c1ccccc1 (stereo not drawn)	?	-3%	nt	nt	nt	-2%	?	nt	nt
NC(=O)c1snnc1-c1ccccc1	4%	-3%	4	0%	-6%	-3%	-8%	-12%	-15%[58.9 µM]
CCCCCCCSc1nnc(-c2ccccc2N)c(=O)[nH]1	?	-13%	-2	-11%	i	2%	-7%	-8%	78%[activator]
CC(OC(=O)c1cc2ccccc2o1)C(=O)Nc1ccc(N2CCOCC2)cc1 (stereo not drawn)	nt	nt	-3	nt	-11%	-1%	-17%	-7%	-20%
O=C(Cn1ncc2c3ccccc3n(Cc3ccc(Cl)cc3)c2c1=O)NC1CCCCCC1	-5%	-2%	2	0%	-3%	nt	3%	-11%	11%
C=C1c2cccc(C(F)(F)F)c2O[C@H](C(=O)OCC)[C@@H]1CCCCCC	-10%[110 µM]	-9%[75.6 µM]	nt	nt	nt	-4%	-18%[60.1 µM]	nt	nt
CCOc1ccc(NC(=O)CSc2ccccc2N)cc1	-4%	1%	-8	-1%	-8%	0%	0%	-14%	79%[activator]
O=C(N/N=C/c1ccc(OCC(=O)N2CCOCC2)cc1)c1ccccc1Cl	-6%	-4%	1	26%	7%	6%	-11%	-12%	69%[activator]
CCCS(=O)(=O)N1CCCC(C(=O)NCCCOCC)C1 (stereo not drawn)	-3%	-4%	-1	21%	0%	-7%	-2%	-2%	4%

The closing two entries of the section above lead into the next.
SMILES	Anesthetic bind	BLM helicase inh	RXFP1 antag	Pol beta inh	Tb PGK inh	APE1 inh	Pol kappa inh	POLH inh	POLI inh
O=C(N/N=C/c1ccc(OCC(=O)N2CCOCC2)cc1)c1ccccc1Cl	-6%	-4%	1	26%	7%	6%	-11%	-12%	69%[activator]
CCCS(=O)(=O)N1CCCC(C(=O)NCCCOCC)C1 (stereo not drawn)	-3%	-4%	-1	21%	0%	-7%	-2%	-2%	4%
COc1ccc(N2CCN(CCCNC(=O)c3ccc(CS(=O)(=O)c4ccc(Cl)cc4)o3)CC2)cc1	-13%	5%	-6	2%	-11%	23%	-4%	-4%	-17%
CCOC(=O)Cc1c[nH]c2ccccc12	?	4%	-5	11%	-9%	-3%	-6%	-7%	-6%
Cc1cccc(OCC(=O)NCC(=O)N/N=C/c2ccc(N(C)C)cc2)c1	-9%	-5%	-17	-9%	-9%	33%	-5%	-24%	22%
CCOC(=O)c1c(-c2ccccc2)csc1NC(=O)c1cc(S(=O)(=O)N2CCOCC2)ccc1C	7%	-6%	-22	-4%	3%	1%	-2%	-10%	9%
CSc1ncccc1C(=O)OCc1ccccc1	?	-9%	-3	9%	-7%	-3%	-16%	-5%	8%
O=C(O)c1ccc(CSCc2c(F)cccc2Cl)o1	-18%	-1%	5	3%	-9%	1%	-3%	-4%	2%
COc1ccc(-c2cn3cc(Cl)ccc3n2)cc1OC	-4%	2%	14	-1%	-7%	-2%	-4%	?	-6%
Cc1cccn2c(=O)c(C(=O)N3CCN(c4ccc(Cl)cc4)CC3)cnc12	-8%	-5%	1	11%	1%	nt	-3%[60.1 µM]	-18%	7%
CCC(C)NS(=O)(=O)c1ccc(S(=O)(=O)N(CCc2ccc(OC)c(OC)c2)Cc2cccs2)cc1 (stereo not drawn)	-10%	3%	-7	15%	i	-2%	-12%	-16%	-12%
Cc1cccnc1NC1(C(F)(F)F)N=C(c2ccccc2)NC1=O (stereo not drawn)	-5%	0%	5	16%	15%	12%	0%	-18%	13%
NC(=O)C1CN(S(=O)(=O)c2ccc(Cl)cc2F)c2ccccc2O1 (stereo not drawn)	-3%	-9%	-1	63µM*	-2%	8%	2%	-20%	10%
COc1cscc1C(N)=O	-1%	-14%	0	-19%	-8%	-5%	3%	1%	3%
CCOC(=O)CCc1c(C)nc2cc(C3CCCN(C(=O)OC(C)(C)C)C3)[nH]n2c1=O (stereo not drawn)	-8%	-3%	2	25%	6%	-1%	-6%	-12%	12%
Cc1ccc(-n2c(=O)c3c(n4cnnc24)-c2ccccc2CC32CCCCC2)cc1	6%	-1%	-13	-1%	0%	1%	-3%	-21%	105%[activator]
CCC(=O)C1=C(c2ccccc2)N(C(=O)CC)n2c(nnc2C2CCCCC2)S1	-10%	-4%	-12	36%[activator]	i	nt	-8%[60.1 µM]	-5%	22%
CCN(CC)S(=O)(=O)c1cc(NC(=O)CNc2cccc(S(=O)(=O)N3CCCC3)c2)ccc1C	nt	nt	6	nt	-3%	23%	-6%	1%	2%
COc1cc(Cl)c(C)cc1NC(=O)CNC(=O)Cn1ccc2ccccc2c1=O	-2%	-2%	nt	11%	-3%	nt	-19%	-7%	12%
CCCN1CCC(=O)N([C@H](CO)CC(C)C)CC1	-1%	1%	nt	8%	-7%	-15%	3%&15%	-11%	27%&29%
Cc1ccc(CNC(=O)CN2C(=O)CSc3ccc(S(=O)(=O)N4CCCC4)cc32)cc1	-6%	3%	-4	1%	i	nt	4%	-17%	27%
CN(C)Cc1c(O)ccc2c1O/C(=C\C=C\c1ccccc1)C2=O	202%[activator]	-7%	18	-20%	i	-6%	-13%	-12%	29%
CCc1nc2ccc(C(=O)Nc3ccc4c(c3)OCO4)cc2nc1CC	-12%	-5%	-33	5%	-3%	10%	1%	-19%	62%[activator]
O=C1Cc2ccccc2C(c2ccc(Cl)cc2)N1 (stereo not drawn)	-11%	-5%	-23	0%	i	-12%	-5%	-14%	11%
CCN1CCN(c2ccc(S(=O)(=O)N3CCOCC3)cc2NC(=O)C2CCC(C(C)(C)C)CC2)CC1 (stereo not drawn)	nt	nt	-21	nt	i	nt	-4%	-25%	26%
CCN(C(=O)c1sc(N)c(C#N)c1C)C1CCCCC1	?	1%	5	8%	-7%	1%	7%	-1%	17%
S=c1[nH]nc(-c2cc(-c3ccccc3)n[nH]2)n1/N=C/c1ccccc1	-13%	-5%	-22	2%	1%	-10%	-18%	-1%	0%
Additional records follow:
SMILES	Anesthetic bind	BLM helicase inh	RXFP1 antag	Pol beta inh	Tb PGK inh	APE1 inh	Pol kappa inh	POLH inh	POLI inh
COc1ccc(-c2noc(CNC(=O)COc3cccc(C)c3C)n2)cc1	2%	-6%	-12	0%	i	nt	0%	-18%	3%
Cc1ccc(N2C(=O)N(CC(=O)N3CCOCC3)C(=O)C2C)cc1 (stereo not drawn)	-4%	-4%	9	-3%	-8%	-2%	-16%	-2%	33%[activator]
COc1ccc(NS(=O)(=O)c2cc(NC(=O)COc3ccccc3F)ccc2OC)cc1	nt	nt	5	nt	5%	-13%	-11%	-8%	-5%
COc1c([N+](=O)[O-])c(=O)oc2ccccc12	-3%	3%	nt	21%	3%	28%	0%	-25%	17%
O=C(OCC(=O)N1CCN(c2cccc(Cl)c2)CC1)c1ccco1	nt	nt	-7	nt	-7%	1%	12%	-14%	-7%
Cc1ccc(N2CCN(Cc3nnc(-c4ccccc4F)o3)CC2)c(C)c1	-14%	-3%	-22	0%	-3%	nt	-22%	-25%	23%
